GAA inh: blocks human lysosomal alpha-glucosidase; P10253; purified human GAA, 4-MU-alpha-glucoside fluorescence; Potency, µM (series often up to 76.9 µM), without a hit: at the highest dose activity change, negative = inhibition, most hits filed as inhibitors; 200,000 compounds, 0.005% hits;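 also: plate controls were uninhibited enzyme wells for no effect and no-enzyme background for full effect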
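Endpoint fluorogenic read: 20 min room-temperature reaction of 4 nM human alpha-glucosidase with 400 uM 4-methylumbelliferyl-alpha-D-pyranoside, pH 5.0, quenched with 1M NaOH/1M glycine pH 10. AC50 from Hill modeling.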
GLA spleen mod: inhibits or activates alpha-galactosidase in human spleen homogenate; human spleen homogenate, 4MU-alpha-Gal fluorescence, 40 min; AID 2107; Potency, µM (doses to about 80 µM), without a hit: at the top dose activity change, negative = inhibition, most hits filed as inhibitors; 240,000 compounds, 0.008% hits;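 also: 0% = enzyme with vehicle and -100% = no enzyme basal signal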
Target sequence (P06280 32-429 limits assumed): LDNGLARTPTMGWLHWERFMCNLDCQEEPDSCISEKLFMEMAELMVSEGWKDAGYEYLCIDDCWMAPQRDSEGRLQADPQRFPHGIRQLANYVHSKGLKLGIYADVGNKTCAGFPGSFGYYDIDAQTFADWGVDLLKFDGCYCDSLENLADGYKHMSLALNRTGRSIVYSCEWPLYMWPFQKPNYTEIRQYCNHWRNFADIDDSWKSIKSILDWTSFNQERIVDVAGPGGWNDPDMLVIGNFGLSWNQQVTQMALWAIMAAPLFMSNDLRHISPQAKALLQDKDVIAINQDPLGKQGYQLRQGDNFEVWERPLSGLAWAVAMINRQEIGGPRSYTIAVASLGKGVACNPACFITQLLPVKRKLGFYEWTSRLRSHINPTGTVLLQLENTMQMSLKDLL
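Inhibition or activation of alpha-galactosidase in human spleen homogenate is scored by 4-MU fluorescence after 40 min at 37C, pH 5.0, with 1 mM substrate. AC50s come from concentration-response fitted to the Hill equation.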
Epigenetic derep: derepresses silenced GFP reporter in murine cells | murine LDR cells, GFP reporter derepression, 30 h | Potency, µM (doses to about 53.9 µM), for the others: at the highest dose GFP activation, most hits filed as activators | 280,000 compounds, 0.2% hits | AID 1865; also: % of control where 0% means no effect; nearly all actives have a fitted effect of over 60% in size
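Murine LDR cells bearing a silenced CMV-driven GFP reporter were exposed to compound for 30 h at 37 C. After PBS washes, GFP-positive cells (20-120 um objects) counted by laser-scanning microplate cytometry.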
NPSR antag: neuropeptide S receptor (human) antagonism, cAMP; Q6W5P4; CHO-NPSR cells, cAMP TR-FRET, antagonist mode; Potency, µM (series often up to 38.3 µM), without a hit: at the top dose activity change, negative = inhibition, most hits filed as inhibitors; 220,000 compounds, 1% hits; AID 1461; also: % is scaled to controls: 0 for no effect and ±100 for the full control effect; nearly all actives have a fitted effect of over 50% in size; many of its hits are not listed in these tables
GAA glycogen: GAA glycogen-cleavage inhibition or activation; 300,000 compounds, 0.38% hits; P10253; recombinant GAA, glycogen substrate, Amplex Red glucose oxidase fluorescence; Potency, µM (titrated, usually from 76.4 µM), without a hit: at the highest dose activity change, negative = inhibition, usual class: inhibitors;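 also: 0% = full enzyme reaction and -100% = no-enzyme basal signal; the screen sought inhibitors and activators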
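Recombinant human alpha-glucosidase (4 nM final) hydrolysed bovine liver glycogen (30 ug) for 40 min at 37 C in pH 5.0 citrate/phosphate with 0.01% Tween-20. Released glucose detected by glucose oxidase/Amplex Red, Ex 573/Em 610 nm. Compounds up to 77 uM; AC50 from Hill fits.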
GAA spleen mod: inhibits or activates alpha-glucosidase in human spleen homogenate | human spleen homogenate, 4-MU-alpha-glucoside fluorescence | P10253 | 240,000 compounds, 0.006% hits | Potency, µM (highest dose often 79.9 µM), inactives show at the top dose activity change, negative = inhibition, hits mostly inhibitors;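 also: 0% = enzyme with vehicle and -100% = no enzyme basal signal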
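Human spleen homogenate (1 ug) incubated with compounds and 1 mM 4-methylumbelliferyl-alpha-D-glucopyranoside in pH 5.0 citrate/phosphate buffer, 37 C, 40 min. Stopped at pH 10; 4-MU fluorescence (Ex 365/Em 440 nm); AC50 by Hill fit.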
Tau fluor cs: counter-screen for tau fibril formation inhibitors | tau K18 P301L Alexa594 fluorescence, heparin fibrillization | Potency, µM (series often up to 57.7 µM), inactives show top-dose activity change, negative = decrease | 280,000 compounds, 0.93% hits | AID 1463; also: % is scaled to controls: 0 for no effect and ±100 for the full control effect; nearly all actives have a fitted effect of over 55% in size
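Human tau K18 P301L (15 uM unlabeled, 0.24 uM Alexa 594-labeled) in 100 mM sodium acetate pH 7 with 20 uM heparin, 6 hr at 37 C. ThT 30 uM added, 1 hr ambient; Alexa 594 FP and total fluorescence read at 555/632 nm.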
ALDH1A1 block: ALDH1A1 (human) enzyme inhibition | P00352 | Purified ALDH1A1, NADH fluorescence, propionaldehyde substrate | Potency, µM (series often up to 75.3 µM), for the others: at the highest dose activity, negative = inhibition, actives largely listed as inhibitors | 220,000 compounds, 7.3% hits | AID 1030; active = well fitted inhibition curve with a large enough effect, not every such curve was filed as active; inconclusive = small, poorly fitted or top-dose-only effect, or another doubt; inactive = no such curve, though single readings can be large or run the other way;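 also: plate controls were no enzyme wells and a reference inhibitor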
Target sequence (P00352 whole entry, looked up): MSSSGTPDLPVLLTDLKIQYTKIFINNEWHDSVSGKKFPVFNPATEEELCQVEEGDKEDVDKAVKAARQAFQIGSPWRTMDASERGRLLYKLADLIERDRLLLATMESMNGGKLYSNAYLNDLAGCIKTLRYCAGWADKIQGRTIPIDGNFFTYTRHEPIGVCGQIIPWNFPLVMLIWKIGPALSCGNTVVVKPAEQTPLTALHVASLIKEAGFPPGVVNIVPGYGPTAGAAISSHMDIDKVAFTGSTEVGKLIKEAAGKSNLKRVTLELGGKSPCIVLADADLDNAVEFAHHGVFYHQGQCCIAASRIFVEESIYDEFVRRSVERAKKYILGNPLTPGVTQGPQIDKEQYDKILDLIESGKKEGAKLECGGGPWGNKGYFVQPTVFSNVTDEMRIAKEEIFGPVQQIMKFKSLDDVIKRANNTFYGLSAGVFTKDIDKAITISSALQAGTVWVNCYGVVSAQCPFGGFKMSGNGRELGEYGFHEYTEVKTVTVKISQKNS
* = called active by the depositor; ? = inconclusive; nt = no result given; [ ] = remark or other dose. Unless noted, calls follow the shape of the dose curve; as a rule, active = well fitted curve in the direction sought with a large enough effect; inconclusive = small, poorly fitted or top-dose-only effect, or another doubt; inactive = no such curve, though single readings can be large; an effect the other way counts as inactive or inconclusive. Potency is read from the fitted curve at half-maximal effect.

No.	mol	GAA inh	GLA spleen mod	Epigenetic derep	NPSR antag	GAA glycogen	GAA spleen mod	Tau fluor cs	ALDH1A1 block
1	S=C(NCc1ccco1)NCC1CCCO1 (configuration not stated)	11%	4%	0.9%	12%	20%	7%	12%	-10%
2	Cc1nc2ncnn2c(C)c1Cc1c(Cl)cccc1Cl	-5%	7%	0.0%	1%[46.1 µM]	3%	-1%	-7%	12%
3	N=C(N)SCc1nc2ccccc2c(=O)n1-c1ccccc1Cl	5%	7%	-2.7%	1%[46.1 µM]	4%	-5%	-12%	?
4	Cc1ccc(-c2ccc(OCC(=O)N3CCOCC3)cc2)cc1	-8%	-3%	-1.1%	-5%[46.1 µM]	-7%	-3%	2%	?
5	CN1C(C(=O)NCc2ccc(OC(F)(F)F)cc2)CC2Cn3c(nc4ccccc43)C21 (configuration not stated)	nt	9%	0.0%	-2%	-1%	4%	2%	nt
6	O=[N+]([O-])c1cc(S(=O)(=O)N2CCCC2)ccc1NCCc1ccccc1	0%	3%	0.0%	-14%	0%	8%	-14%	-2%
7	Nn1c(SCc2ccccc2)nnc1-c1ccccn1	1%	-10%	-2.1%	3%[46.1 µM]	0%	-1%	4%	5%
8	COc1ccc(/C=C/C(=O)c2cc(Br)ccc(=O)c2O)cc1	-8%	4%	-0.1%	-22%	-4%	2%	?	?
9	COc1ccccc1NC(=S)N1CCc2cc(OC)c(OC)cc2C1	8%	-4%	0.0%	12%	4%	-7%	-9%	-12%
10	Cc1cc2c(ncn2C)c(NS(=O)(=O)c2ccccc2Cl)c1C	-1%	1%	2.4%	14%[46.1 µM]	-5%	-2%	-12%	-2%
11	Cc1ccc(-c2nn(-c3cc(N4CCNCC4)ccc3[N+](=O)[O-])c(=O)c3ccccc23)cc1	-12%	-13%	0.8%	-52%	15%	5%	-17%	3%
12	O=C(COc1ccc(Br)cc1)Nc1cc(S(=O)(=O)N2CCCCC2)ccc1N1CCCCC1	-1%	-4%	1.0%	-25%	11%	-19%	-4%	-5%
13	O=C(CCCOc1ccccc1)Nc1nncs1	-10%	8%	0.0%	-4%[46.1 µM]	4%	-3%	7%	1%
14	CCCC1CCC(=NNS(=O)(=O)c2ccc(C)c([N+](=O)[O-])c2)CC1 (configuration not stated)	0%	-3%	-1.1%	18%	2%	-10%	-12%	?
15	CC(=O)c1nc(N2C(=O)C3CC=C(C)CC3C2=O)sc1C (configuration not stated)	-4%	1%	0.0%	16%[46.1 µM]	2%	-3%	6%	2.5µM*
16	O=C1[C@H]2[C@H]3[C@H](O)[C@H](O)C/C(=N/OCc4ccccc4)[C@@H]3CC[C@@H]2C(=O)N1Cc1ccccc1	nt	1%[17.5 µM]	0.8%[10.1 µM]	nt	nt	7%[17.4 µM]	-4%[11.6 µM]	15%[13.5 µM]
17	O=c1[nH]c(O)c(/C=C2\C=Nc3ccccc32)[nH]1	?	4%	1.3%	43%	4%	-4%	-29%	-7%
18	N#CC1=C(N)Oc2n[nH]c(-c3ccccc3)c2C1c1ccncc1 (configuration not stated)	-1%	7%	0.1%	-7%[46.1 µM]	5%	-14%	-9%	7%
19	Nc1ccc2nc(-c3ccccc3)[nH]c2c1	?	?	0.5%	-23%[46.1 µM]	?	17%	-25%	?
20	Clc1cccc(Cl)c1CO/N=C/c1cccs1	-4%	0%	-5.3%	-2%	7%	0%	1%	-3%
21	N/C(=N\OC(=O)CC1CCCCC1)c1ccccn1	4%	13%	1.1%	4%[46.1 µM]	6%	0%	-3%	1%
22	COc1ccc(-c2nnc(SCc3nc4ccccc4s3)n2C(C)C)cc1	-2%	1%	2.4%	-7%[46.1 µM]	-11%	-4%	-2%	?
23	CCCCOC(=O)C1CCCC(C(=O)OCCCC)N1 (configuration not stated)	-1%	-5%	-0.9%	-26%[46.1 µM]	8%	-5%	-10%	4%
24	Cc1ccccc1NC(=O)NC1(C(=O)N2CCOCC2)CCCCC1	-1%	-4%	-1.9%	-3%	14%	3%	3%	3%
25	CCCCc1cc(=O)oc2cc(OCc3cc(OC)c(OC)c(OC)c3)c(Cl)cc12	1%	-1%	-14%	-7%[46.1 µM]	-2%	-6%	-6%	-4%
26	COc1ccc(C)cc1S(=O)(=O)N1CC(C)OC(C)C1 (configuration not stated)	8%	-18%	-2.1%	19%	-3%	-5%	25%[2.34 µM]	1%
27	CCOC(=O)c1c(NC(=O)CSc2nc3nc(C)cc(C)n3n2)sc(CC)c1C	0%	8%	-0.9%	7%	1%	-8%	0%	16%
28	CCC(C)NC(=O)C1CCN(c2nc(OC)nc(OC)n2)CC1 (configuration not stated)	-5%	-4%	-1.2%	1%[46.1 µM]	1%	-11%	0%	12%
29	C=CCNC(=O)c1onc(CSc2ccccc2CC)c1C(=O)O	?	0%	-1.9%	6%[46.1 µM]	2%	-7%	-2%	12%
30	CC1(C)Oc2ccc(C(=O)NC3CC3)cc2N(CC(=O)N2CCOCC2)C1=O	2%	-12%	-4.2%	-6%[46.1 µM]	-1%	-13%	0%	7%

In another format: four of the compounds above
3) N=C(N)SCc1nc2ccccc2c(=O)n1-c1ccccc1Cl
  GAA inh: 5%	GLA spleen mod: 7%	Epigenetic derep: -2.7%	NPSR antag: 1%[46.1 µM]	GAA glycogen: 4%	GAA spleen mod: -5%	Tau fluor cs: -12%	ALDH1A1 block: ?

4) Cc1ccc(-c2ccc(OCC(=O)N3CCOCC3)cc2)cc1
  GAA inh: -8%	GLA spleen mod: -3%	Epigenetic derep: -1.1%	NPSR antag: -5%[46.1 µM]	GAA glycogen: -7%	GAA spleen mod: -3%	Tau fluor cs: 2%	ALDH1A1 block: ?

5) CN1C(C(=O)NCc2ccc(OC(F)(F)F)cc2)CC2Cn3c(nc4ccccc43)C21 (configuration not stated)
  GAA inh: nt	GLA spleen mod: 9%	Epigenetic derep: 0.0%	NPSR antag: -2%	GAA glycogen: -1%	GAA spleen mod: 4%	Tau fluor cs: 2%	ALDH1A1 block: nt

6) O=[N+]([O-])c1cc(S(=O)(=O)N2CCCC2)ccc1NCCc1ccccc1
  GAA inh: 0%	GLA spleen mod: 3%	Epigenetic derep: 0.0%	NPSR antag: -14%	GAA glycogen: 0%	GAA spleen mod: 8%	Tau fluor cs: -14%	ALDH1A1 block: -2%

Other results follow.
No.	mol	GAA inh	GLA spleen mod	Epigenetic derep	NPSR antag	GAA glycogen	GAA spleen mod	Tau fluor cs	ALDH1A1 block
31	COc1ccccc1OCc1nc(-c2ccc([N+](=O)[O-])cc2)no1	-5%	4%	1.1%	12%	0%	-3%	-19%	1%
32	CC(=O)Nc1ccc(C2NC(C(=O)O)CCC2C)cc1 (configuration not stated)	nt	8%[17.5 µM]	0.8%[10.1 µM]	nt	nt	8%[17.4 µM]	-7%[11.6 µM]	3%[13.5 µM]
33	O=C(COC(=O)C1CC1)Nc1ccc(OC(F)F)cc1	-8%	6%	-0.7%	7%[46.1 µM]	-1%	1%	-1%	-3%
34	O=C1c2ccccc2NC(c2ccco2)N1O (configuration not stated)	-2%	5%	0.0%	-3%[46.1 µM]	?	1%	12%	?
35	CSc1ccc(OC2CCCCC2NS(=O)(=O)c2ccccc2)cc1 (configuration not stated)	-6%	17%	1.5%	-14%	2%	-6%	-20%	1.3µM*
36	CC1(C)C[C@@H]2C(=O)CCC3O[C@@]3(C)CCC21 (some centres not stated)	nt	15%	0.3%	nt	nt	3%	-6%	5%
37	Oc1ccc2ccccc2c1N=Nc1ccccn1	-2%	1%	?	7.9µM*	4%	-2%	?	?
38	O=C(NC(=S)NN1CCCCC1c1cccnc1)c1ccc(Br)cc1 (configuration not stated)	4%	-3%	0.5%	3%	-10%	0%	-3%	?
39	Cc1ccc(S(=O)(=O)N2CCN(CC(=O)N/N=C/C=C/c3ccccc3)CC2)cc1	?	3%	-3.2%	-7%	-22%	0%	-24%	?
40	CN(C)C(=O)c1nc2ccc(Cl)cn2c1CN1CCCC(OCc2cccnc2)C1 (configuration not stated)	10%	0%	5.4%	-6%	-5%	-11%	0%	8%
41	C=C(C)c1cccc(C(C)(C)NC(=O)NCCCN2CCCC2=O)c1	-4%	-2%	-1.0%	-14%[46.1 µM]	10%	1%	-7%	8%
42	CCOC(=O)c1ccc(NC(=O)CN(Cc2ccc(Cl)cc2)S(C)(=O)=O)cc1	-11%	-3%	0.0%	-24%[46.1 µM]	-1%	-17%	?	?
43	CCCCOC(=O)c1ccc(NC(=O)C(=O)NCc2ccccn2)cc1	nt	4%	0.0%	-8%	-8%	1%	-6%	nt
44	Cc1cc(N2CCN(C)CC2)nc2ccc(NC(=S)NCCN3CCc4ccccc4C3)cc12	-2%	0%	-3.8%	-41%	-18%	-13%	?	?
45	COc1ccc(NC(=S)NCC2CCN(c3ccc(OC)cc3)C2)cc1 (configuration not stated)	-4%	-1%	-0.9%	-33%	?	-6%	?	35µM*
46	O=C(NCc1ccccc1)C1CC(=O)N(c2ccc(OCC(=O)N3CCCC3)cc2)C1 (configuration not stated)	-1%	6%	-0.1%	10%	4%	6%	1%	10%
47	CCCCNC(=O)CSc1nc(N)c(C(=O)Nc2ccc(OC)cc2)s1	3%	1%	1.3%	-2%	-12%	-14%	-13%	-1%
48	CN1/C(=C/C=C(C#N)C#N)C=Cc2ccccc21	-8%	-27%	0.0%	?	8%	3%	?	-2%
49	CCC(=O)Nc1sc(Cc2ccc3c(c2)OCO3)c(C)c1C(N)=O	nt	-6%	-0.4%	-27%	-8%	-4%	-18%	nt
50	CC(NC(=O)c1ccc(Br)o1)c1ccccc1 (configuration not stated)	-7%	4%	-3.2%	4%	-5%	0%	-1%	?
51	CCOC(=O)c1c(C)oc2c1c(C(c1ccncc1)N1CCOCC1)c(O)c1ccccc12 (configuration not stated)	?	-1%	3.4%	-16%[46.1 µM]	?	-9%	?	13µM*
52	CCC(=O)N[C@@H]1CC(C(C)(C)NC(=O)CC)CC=C1C (some centres not stated)	0%	7%	-0.9%	0%[46.1 µM]	-6%	2%	-7%	10%

Compound activity as filed in PubChem.

The list is partial (hit frequency here may not be typical).
